RGS4 block: human RGS4 inhibition; P49798; HEK293 M3R/RGS4 inducible, Fluo-4 calcium flux; active compounds read high; triggered by carbachol at its EC20; 0.45% of 310,000 active; B-score at 10 µM;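 active means B-score, a plate-corrected calcium signal, over three deviations above library mean, with baseline fluorescence within five deviations of library mean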;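 further: RGS4 expression induced by doxycycline in cells with stable M3 receptor; B-score is computed from the integrated fluorescence ratio over baseline after carbachol; higher B-score means a larger calcium signal and so more RGS4 inhibition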
Target sequence (P49798 whole entry, looked up): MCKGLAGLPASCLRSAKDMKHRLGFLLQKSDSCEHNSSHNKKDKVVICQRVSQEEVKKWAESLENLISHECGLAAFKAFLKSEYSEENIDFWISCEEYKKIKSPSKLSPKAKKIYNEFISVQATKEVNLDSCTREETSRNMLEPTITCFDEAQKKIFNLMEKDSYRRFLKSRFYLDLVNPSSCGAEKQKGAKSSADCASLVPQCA
KCNQ1 block: inhibitors of human KCNQ1 potassium channel. P51787. CHO-K1 KCNQ1, FluxOR thallium flux fluorescence; active compounds read high. B-score at 10 µM. 1.3% of 310,000 active;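 active means compounds whose thallium flux B-score, printed positive for inhibition, exceeds three library SD while starting fluorescence stays within three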;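 further: channel opened by potassium depolarization with thallium stimulus after 20 min compound exposure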
GSK3 alpha inh: human GSK-3 alpha kinase inhibition. ADP-Glo luminescence, 60 min. inhibition, % at 10 µM. 0.1% of 320,000 active. AID 2650;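 in the data active means inhibition above about 50%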;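 further: GST-tagged GSK-3 alpha with peptide substrate and 25 µM ATP; 0% = DMSO neutral wells and 100% = GW8510 positive control wells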
KCNK3 inh: human KCNK3 channel inhibition, primary screen; AID 602410; CHO-KCNK3 thallium flux, FluxOR fluorescence; active compounds read low; 0.84% of 340,000 active; B-score at 10 µM;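 active means B-score under library mean minus 4 SD, starting fluorescence ratio at most library mean plus 5 SD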;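 further: more negative B-score means stronger inhibition of thallium flux through KCNK3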
RGS4 pot: RGS4 potentiation or activation. HEK293 M3R/inducible RGS4, carbachol calcium flux Fluo4; active compounds read low. B-score at 10 µM. 0.92% of 310,000 active. AID 463111;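 active means B-score of the integrated calcium signal more than 4 SD below the library mean, with starting fluorescence not abnormally high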;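 further: negative B-score means reduced calcium response which marks RGS4 activation or potentiation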
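System – HEK293 FlpIn-TREx cells, stable M3R, doxycycline-inducible RGS4 · Reagent – ECmax carbachol challenge · Times – compound preincubation 20 min at room temperature before agonist · Technique – Fluo4 fluorescence kinetic imaging of calcium · Measure – B score of integrated Fluo4 ratio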
hERG rescue: compounds protecting human hERG from proarrhythmic drug block; activation (rescue from dofetilide block), less the hit threshold, % at 10 µM; AID 1511; Q12809; CHO-hERG, FluxOR thallium flux, dofetilide IC70 present; 0.51% of 310,000 active;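 active means activation above the mean of controls blocked by dofetilide plus 5 SD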;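 further: thallium influx through hERG after potassium depolarization seen as dye fluorescence rise; in these data hits start at about 4.7%; inactives centre near -7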
GSK3B inh: blocks human GSK3beta kinase activity; activity score (negative = inhibition), % at 10 µM; AID 2097; 0.038% of 300,000 active; GST-GSK3beta kinase, ADP-Glo luminescence, 60 min; active compounds read low;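 active means more than half of replicate wells score below -50%, meaning over 50% inhibition versus plate controls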;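 further: 0% = median DMSO wells and -100% = median GW8510 positive control wells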
Target sequence (P49841 whole entry, looked up): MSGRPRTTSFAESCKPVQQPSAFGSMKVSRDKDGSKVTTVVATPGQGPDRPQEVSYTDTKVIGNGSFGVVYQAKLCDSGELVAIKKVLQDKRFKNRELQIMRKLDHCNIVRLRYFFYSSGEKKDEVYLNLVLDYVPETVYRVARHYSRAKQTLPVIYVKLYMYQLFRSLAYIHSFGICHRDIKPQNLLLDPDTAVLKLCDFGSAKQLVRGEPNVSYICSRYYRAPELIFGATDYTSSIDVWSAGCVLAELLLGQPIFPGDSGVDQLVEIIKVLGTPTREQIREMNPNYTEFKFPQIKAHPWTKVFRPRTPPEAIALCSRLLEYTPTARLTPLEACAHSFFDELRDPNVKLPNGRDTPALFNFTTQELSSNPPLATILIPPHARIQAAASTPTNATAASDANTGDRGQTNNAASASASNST
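test system = GST-tagged human GSK3beta kinase, cell-free | reagent = 25 µM ATP with peptide substrate | dosing = one dose of 10 µM per compound | schedule = 60 min reaction, RT | detection = luminescent ADP-Glo measurement of ADP formed | control set = DMSO neutral wells and GW8510 at 20 µM as positive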
PolyA inhibitor: yeast polyadenylation inhibition | S. cerevisiae SKY197-pL101 polyadenylation reporter, beta-gal luminescence; efflux-impaired pdr1/pdr3 knockout yeast; score 100 = 6 SD above DMSO | calls only at 12 µM | 0.02% of 300,000 active | AID 1875;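 active means lowest replicate activity score at least 50, where 100 means six control SD above control mean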;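 further: yeast exposed to compound for 9 h at 30 °C; higher score means more reporter readthrough which indicates perturbed polyadenylation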
KCNQ1 pot: potentiates or activates the human KCNQ1 potassium channel | 0.35% of 310,000 active | B-score at 10 µM | CHO-K1 KCNQ1, thallium flux FluxOR fluorescence; active compounds read high;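 active means fluorescence ratio B-score, a plate-corrected score, at least three library SD, with initial intensity B-score within 5 SD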
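Assay system: CHO-K1 cells stably expressing KCNQ1; Medium: assay buffer with matched DMSO; Also added: K+/Tl+ depolarizing stimulus; Dosing: single dose; Timing: dye 90 min, compound 20 min, room temperature; Measured by: kinetic FluxOR thallium fluorescence, 10-s 1-Hz baseline, 110-s post-stimulus read; Read-out: peak-minus-minimum fluorescence over initial fluorescence, negative-control normalized, B-scored.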
KCNK9 inh: blocks the human KCNK9 two-pore domain potassium channel; Q9NPC2; HEK293 KCNK9, FluxOR thallium flux fluorescence; active compounds read low; B-score at 10 µM; 1.2% of 310,000 active;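 active means ratio B-score over 3 SD below the library mean, with starting fluorescence within 5 SD of its mean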;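 further: negative B-score means less thallium flux so channel inhibition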
Target sequence (Q9NPC2 whole entry, looked up, the tested form may be a part): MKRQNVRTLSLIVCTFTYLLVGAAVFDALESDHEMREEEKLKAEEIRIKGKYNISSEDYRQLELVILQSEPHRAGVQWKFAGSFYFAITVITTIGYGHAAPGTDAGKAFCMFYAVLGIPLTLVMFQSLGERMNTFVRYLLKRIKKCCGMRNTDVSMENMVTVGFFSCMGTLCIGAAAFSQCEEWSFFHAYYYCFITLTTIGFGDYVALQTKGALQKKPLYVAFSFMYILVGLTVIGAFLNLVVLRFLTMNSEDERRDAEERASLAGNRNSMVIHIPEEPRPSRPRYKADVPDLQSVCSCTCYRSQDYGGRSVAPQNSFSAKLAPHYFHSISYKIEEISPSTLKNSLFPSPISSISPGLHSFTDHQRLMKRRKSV
Dyrk1A ADPGlo: blocks rat Dyrk1A kinase activity. ADP-Glo luminescence, NFATc1 peptide. inhibition, % at 12.5 µM. 0.43% of 310,000 active. AID 504441; in the data active means inhibition above about 50%;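 further: plate controls were vehicle with enzyme for no effect and no enzyme for full effect; many of its hits are not listed in these tables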
Active calls of the source: *; i = inactive; nt = no result given; & = joins results of further samples. The list is partial, so the mix of outcomes need not match the whole.

SMILES	RGS4 block	KCNQ1 block	GSK3 alpha inh	KCNK3 inh	RGS4 pot	hERG rescue	GSK3B inh	PolyA inhibitor	KCNQ1 pot	KCNK9 inh	Dyrk1A ADPGlo
O=C(O)c1ccc(/C=C/c2nc3ccccc3c(=O)n2-c2ccc(Br)cc2)cc1	i	i	0	i	i	-5	1	i	i	i	-9
CCN(CC)C1=NC(=[N+](CC)CC)c2ccccc21	i	i	-6	i	i	-11	-2	i	i	i	-2
C=Cn1ccnc1P(=S)(c1c(C)nn(-c2ccccc2)c1C)c1nccn1C=C	i	i	0	i	i	-2	0	i	i	i	-1
CCN(CC)CCCN=Cc1c(O)n(CCc2ccc(OC)c(OC)c2)c(=O)[nH]c1=O	i	i	4	i	i	-21	-9	i	i	i	-1
CC1(C)C(C(=O)N2CCN(C(=O)c3ccccc3)CC2)C1(C)C	i	i	-2	i	i	-7	nt	i	i	i	-3
CC(CCc1ccccc1)NC(C)C(O)c1ccc(O)cc1 (stereo not given)	i	i	0	i	i	-5	0	i	i	i	8
CCc1ccc(NC(=O)CN2CC(c3ccccc3)CC2=O)cc1 (stereo not given)	i	i	0	i	i	-9	-2	i	i	i	10
CC(c1ccccc1)n1cncc1C(=O)O (stereo not given)	i	i	0	i	i	-11	0	i	i	i	2
O=C(Nc1ccncc1)c1cccn(Cc2ccccc2)c1=O	i	i	0	i	i	-5	0	i	i	i	6
OCC12COC3c4ccccc4C(OC1)N32 (stereo not given)	i	i	-1	i	i	-3	-2	i	i	i	-1
CCCCCCCSc1cc(OC)c(CCN(C)C)cc1OC	i	i	9	i	i	-26	-9	i	i	i	1
Cc1[nH]c2c(Cl)cccc2c1CCN	i	i	-1	nt	i	-8	-2	i	i	i	nt
CN(C)/C=C/C(=O)C(Cl)(Cl)Cl	i	i	-2	i	i	-1	2	i	i	i	-4
CCc1ccc(NP(=O)(Oc2ccccc2F)Oc2ccccc2F)cc1	i	i	-1	i	i	-10	0	i	i	-7.4*	-3
CCN1C(=O)C(=C2C=C(C)OC(C)=C2)C(=O)N(CC)C1=S	i	i	0	i	i	-5	-3	i	i	i	-4
CCOc1cc2c(cc1OCC)-n1cccc1C(c1cccc(F)c1)NC2 (stereo not given)	i	i	0	i	i	-5	-1	i	i	i	4
COc1cc(Br)c(CNCCc2ccc3c(c2)OCO3)cc1OC	i	i	-6	i	i	-8	0	i	i	i	12
Cc1ccccc1-n1c(O)c(C(c2ccncc2)c2c(O)n(-c3ccccc3C)c(=O)[nH]c2=O)c(=O)[nH]c1=O	i	i	7&0	i	i	-4&-10	-4&-2	i	i	i	-8
Cc1ccc(N2C(=O)NC(=O)/C(=C/c3cnn(-c4ccc(C)cc4)c3)C2=O)cc1	4.8*	i	-1	i	i	-3	0	i	i	i	-1
CC(C)(C)N1C(=O)NC(=O)/C(=C\c2ccc3c(c2)CCN3CCCCl)C1=O	i	i	3	i	i	-13	-1	i	i	i	6
Cc1cc(C)c(Cn2c(C(=O)O)c(C=O)c3ccccc32)c(C)c1	i	i	-2	i	i	-6	1	i	i	i	8
CC(C)OCC(O)CN1CC2C[C@@H](C1)Cn1c2cccc1=O (stereo not given in full)	i	i	-2	i	i	-9	0	i	i	i	-4
CCOP(=S)(OCC)C(O)CCCCCn1c(=O)c(F)cn(C2CCCO2)c1=O (stereo not given)	i	i	1	i	i	-14	0	i	i	i	11
COc1cc(C)c(CNCCc2c[nH]c3ccccc23)cc1C	i	i	5	i	i	-8	-4	i	i	i	0
CCCc1nc2ccc(Br)cc2c(=O)n1-c1ccc([N+](=O)[O-])c(C(F)(F)F)c1	i	i	-1	i	i	-14	0	i	i	i	-3
Next part:
SMILES	RGS4 block	KCNQ1 block	GSK3 alpha inh	KCNK3 inh	RGS4 pot	hERG rescue	GSK3B inh	PolyA inhibitor	KCNQ1 pot	KCNK9 inh	Dyrk1A ADPGlo
O=[N+]([O-])c1cccc(C2N3CCCN23)c1 (stereo not given)	i	i	-1	i	i	-11	-2	i	i	i	-3
O=C(CN1CCCC1)Nc1ccc(Cl)cc1C(=O)c1ccccc1	i	i	2	i	i	-14	1	i	i	i	1
CC(=O)OC1(Cc2ccccc2)CN2CCC1c1ccccc12 (stereo not given)	i	i	0	i	i	-15	4	i	i	i	0
CCN(CC)P(=O)(/C=C(\Cl)c1ccccc1)/C=C(\Cl)c1ccccc1	i	i	-9	i	i	-3	7	i	i	i	-1
Fc1ccc2c(c1)nnn2C1CCN(Cc2ccccc2)CC1	i	i	-1	i	i	-5	2	i	i	i	3
N=C1C(c2ccccc2)=C(O)CN1Cc1ccco1	i	i	-2	i	i	-1	-1	i	i	i	1
C=CCOC(=O)COc1cc(C)cc2oc(=O)c3c(c12)CCC3	i	i	1	i	i	-4	-4	i	i	i	8
CC1=CC(=Cc2sc3ccccc3[n+]2C)C=C(C)O1	i	i	nt	i	i	-26	3	i	i	i	-4
Cc1ccc(-n2c(O)c(/C=C/C=Nc3ccccc3)c(=O)[nH]c2=O)cc1	i	i	-3	i	i	-10	-4	i	i	i	5
COc1cccc(N2CCN(Cc3cccc(Cl)c3)CC2)c1	i	i	-1	i	i	-12	1	i	i	i	-1
Cn1cnc([N+](=O)[O-])c1Sc1ccc([N+](=O)[O-])cc1	i	i	0	i	i	-9	0	i	i	i	1
O=C(c1ccccc1)C1CCCN(Cc2nc(-c3cnccn3)no2)C1 (stereo not given)	i	i	0	i	i	-11	2	i	i	i	2
CCN1CCC(N(C)C2CCCCC2)CC1	i	i	-3	i	i	-7	-4	i	i	i	4
Cc1cccc(CN2CCCC(C(=O)c3ccc(C(F)(F)F)cc3)C2)n1 (stereo not given)	i	i	-3	i	i	-8	-1	i	i	i	-2
CC(=O)c1c(C)n(C2CCCCC2)c2ccc(O)cc12	i	i	-2	i	i	-10	1	i	i	i	0
COc1ccc(N2C(=O)CC(N3CCC(n4c(=O)[nH]c5ccccc54)CC3)C2=O)cc1 (stereo not given)	i	i	-1	i	i	-6	nt	i	i	i	-4
O=C(c1cccc(N2CCCC2=O)c1)N1CCC2(CC1)OCCO2	i	i	2	i	i	-3	2	i	i	i	-4
C#CC(CC)(CC)NC(=O)Nc1ccc(OCC)cc1	i	i	4	i	i	-13	-3	i	i	i	0
O=Cc1c(C(=O)O)n(Cc2ccc(Cl)cc2)c2ccccc12	i	i	-4	i	i	-17	6	i	i	i	-5
O=c1[nH]c(=S)n(C2CC2)c(O)c1/C=N/N1CCOCC1	i	i	3	i	i	-5	-9	i	i	i	-5
COC(=O)Cn1cc(/C=C2\C(=O)NC(=O)N(c3ccc(OC)cc3)C2=O)c2ccccc21	i	i	-2	i	i	-44	2	i	i	i	-4
CN1CCN(c2nc(N(C)C)oc(=O)c2C#N)CC1	i	i	-3	i	i	-11	0	i	i	i	8
ON1C2CCCCC2N(O)C1c1ccccc1F (stereo not given)	i	i	-3	i	i	-4	1	i	i	i	-2
Cc1cc(OCC(=O)NCc2ccncc2)c2c3c(c(=O)oc2c1)CCC3	i	i	-2	i	i	-2	4	i	i	i	0
CCN1CCC2(CC1)NC(=O)c1ccccc1O2	i	i	2	i	i	-9	1	i	i	i	1
(listing goes on)
SMILES	RGS4 block	KCNQ1 block	GSK3 alpha inh	KCNK3 inh	RGS4 pot	hERG rescue	GSK3B inh	PolyA inhibitor	KCNQ1 pot	KCNK9 inh	Dyrk1A ADPGlo
COCCCn1c(N)c(C(=O)Nc2ccccc2)c2nc3ccccc3nc21	i	i	-2	i	i	-1	3	i	i	i	nt
Cc1cc(C(=O)N2CCC3(CC2)OCCO3)cs1	i	i	0	i	i	-10	-3	i	i	i	nt
COc1ccc(N=C(C)c2c(O)n(C)c(=O)n(C)c2=O)c(OC)c1	i	i	0	i	i	-7	0	i	i	i	10
CCN1CCN(Cc2nc3ccc([N+](=O)[O-])cc3c(=O)n2-c2ccccc2F)CC1	i	i	3	i	i	0	-4	i	i	i	0
c1ccc2c(CN3CCCCC3)c[nH]c2c1	i	i	1	i	i	-8	5	i	i	i	-5
COC1=CCC2([N+](=O)[O-])CN(C)CC1([N+](=O)[O-])C2 (stereo not given)	i	i	0	i	i	-7	-2	i	i	i	-8
Cc1ccccc1-c1nc(CS(=O)CC(=O)N2CCC3(CC2)OCCO3)c(C)o1 (stereo not given)	i	i	3	i	i	-16	3	i	i	i	4
Cc1cccn2c(=O)c3c(nc12)N1CCC(Cc2ccccc2)CC1C1(C3)C(=O)N(C)C(=O)N(C)C1=O (stereo not given)	i	i	-3	i	i	-11	-2	i	i	-6.6*	-3
COc1cccc(-n2c(CN3CCOCC3)nc3ccc([N+](=O)[O-])cc3c2=O)c1	i	i	0	i	i	-6	2	i	i	i	0
Clc1ccc(C[n+]2c(-c3ccccc3)cc(-c3ccccc3)cc2-c2ccccc2)cc1	i	13*	2	i	-8.1*	-36	-5	i	i	-8.3*	2

High-throughput results as filed in PubChem BioAssay.
